EWS-Fli inh: EWS/Fli transcriptional activity inhibition; A673 NR0B1-luciferase reporter, viability-normalised; inhibition, % at 12.6 µM; 350,000 compounds, 0.67% hits; AID 651661;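 active means mean inhibition of at least 50% after viability correction, with every replicate also passing that limit; inconclusive means mean reaches 50% but only one of two replicates passes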;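 further: firefly luciferase signal divided by Alamar Blue viability fluorescence both relative to DMSO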
DENV2 CPE: DENV2-induced cell death inhibition. 350,000 compounds, 1.7% hits. AID 651640. CPE inhibition, % at 9.99 µM. DENV2-infected cells, cytopathic effect rescue, plate reader; in the data active means CPE inhibition above about 20%, passing the limit was not always enough; inconclusive means no clear call, values can overlap the other calls; tested in BHK-21 cells;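 further: 0% = median of neutral control wells and 100% = median of positive control wells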
PAX8 reporter: inhibitors of PAX8 transcriptional activity in RMG-I cells. RMG-I TPO-luciferase reporter, SteadyGlo, 24 h. inhibition, % at 12.6 µM. 360,000 compounds, 1.2% hits. AID 652154;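 active means mean replicate inhibition at least 60% with every replicate also reaching 60%; inconclusive means only one of the two criteria is met; inactive means mean below 60% and not all replicates reaching 60%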;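 further: luciferase light reporting Pax8 driven TPO promoter activity; plate controls were median of neutral control wells for no effect and mitoxantrone controls for full effect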
INS-1E GSIS act: GLuc luminescence reporter in INS-1E cells, primary screen for activators of glucose-dependent secretion of insulin | INS-1E GLuc reporter insulin secretion, 2-3 h | activation, % at 16.6 µM | 370,000 compounds, 0.61% hits;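 active means lowest replicate activation of at least 40%, so every replicate reaches that level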;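 further: 0% = median of neutral control wells and 100% = median of IBMX positive control wells; some compounds called inactive have numbers as strong as hits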
F508del corr: CFTR F508del correction in bronchial cells. CFBE cells, YFP halide quenching; stimulated with forskolin plus potentiator P3; % fluorescence drop versus neutral controls. activity (quench increase), % at 7.58 µM. 350,000 compounds, 0.36% hits. AID 720511;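 active means mean added fluorescence quench of at least 8% versus neutral control, with both replicates also reaching 8%; inconclusive means only one of the mean or replicate conditions met; inactive means mean below 8% and not both replicates reaching 8%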;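 further: cells transiently co-express mutant CFTR-F508del with the halide-sensitive YFP; corrector assay measuring rescue of mutant channel to the surface after 24 h compound exposure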
ERp5 inh: ERp5 (human) disulfide isomerase inhibition; AID 651711; Q15084; 350,000 compounds, 0.05% hits; ERp5 insulin aggregation, absorbance 650 nm, 90 min; inhibition, % at 9.99 µM;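 active means mean replicate inhibition above about 25%, with every replicate also reaching it, limit read from the data, passing the limit was not always enough; inconclusive means only one of those two criteria met; inactive means neither criterion met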
Target sequence (Q15084 whole entry, looked up): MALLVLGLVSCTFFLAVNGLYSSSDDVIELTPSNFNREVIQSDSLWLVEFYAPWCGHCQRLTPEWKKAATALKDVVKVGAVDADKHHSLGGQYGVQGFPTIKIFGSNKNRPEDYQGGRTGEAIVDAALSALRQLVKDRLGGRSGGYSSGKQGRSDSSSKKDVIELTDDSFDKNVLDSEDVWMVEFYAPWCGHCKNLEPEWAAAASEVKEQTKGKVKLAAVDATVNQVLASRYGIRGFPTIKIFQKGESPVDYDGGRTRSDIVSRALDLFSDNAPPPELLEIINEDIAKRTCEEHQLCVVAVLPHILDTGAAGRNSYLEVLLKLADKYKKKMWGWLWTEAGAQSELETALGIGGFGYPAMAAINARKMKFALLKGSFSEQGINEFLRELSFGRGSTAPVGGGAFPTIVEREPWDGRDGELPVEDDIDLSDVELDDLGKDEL
ARNT TACC3 PPI: disruptors of human ARNT/TACC3 interaction. Q9Y6A5. AlphaScreen His-ARNT PAS-B/GST-TACC3 binding, luminescence; TACC3 fragment carries E629A point mutation. inhibition, % at 9.99 µM. 390,000 compounds, 0.66% hits. AID 623870;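 active means mean inhibition of replicates at least 50% and at least half of replicates each reaching 50%; inconclusive means half or more replicates reach 50% but mean below 50%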;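 further: 0% = complete ARNT plus TACC3 wells and 100% = ARNT alone without TACC3; many hits fall short of the cut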
XiGFP reactiv: X-chromosome reactivation activator | XiGFP mouse fibroblasts, % GFP-positive cells imaging, 3 d; cells co-treated with 5-aza-dC sensitizer; scaled so ellipticine positive control = 100% | activation, % at 7.58 µM | 360,000 compounds, 0.055% hits | AID 743238;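 active means mean normalized replicate activation at least 10% and every replicate at or above 10%; inconclusive means only one of the two criteria met; inactive means mean below 10% and not all replicates reach 10%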;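 further: 0% = median of on-plate neutral control wells and 100% = ellipticine 6 µM median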
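assay system = SV40-immortalized XiGFP fibroblast cells, line 68-5-11 | buffer or medium = DMEM plus 5-aza-dC sensitizer | doses = single-point pinned compound dosing | times = 3-day compound exposure, then 15 min fixation at room temperature | benchmarks = positive control ellipticine, 6 µM final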
* marks the source's active call; other numbers are inactive results; & = joins results of further samples. Rows are unselected, and some 4.2% of all compounds hit somewhere here.

Results for CCC(=O)Nc1ccc2c(c1)OC[C@H](C)N(C(=O)c1cnccn1)C[C@@H](C)[C@H](OC)CN(C)C2=O ?
EWS-Fli inh: 3; DENV2 CPE: -6; PAX8 reporter: 0; INS-1E GSIS act: 6; F508del corr: 0.2; ERp5 inh: -9; ARNT TACC3 PPI: -11; XiGFP reactiv: 0.0

Results for Cc1ccc(S(=O)(=O)Nc2ccc(Oc3cccnc3)nc2)cc1 ?
EWS-Fli inh: 2; DENV2 CPE: 4; PAX8 reporter: 5; INS-1E GSIS act: 4; F508del corr: -4.0; ERp5 inh: 4; ARNT TACC3 PPI: 18; XiGFP reactiv: -0.1

How did C#CCNC(=O)C1=C[C@@H](C(C)(C)C)C[C@@H](OCCCCO)O1 do in these assays?
EWS-Fli inh: -2; DENV2 CPE: -3; PAX8 reporter: 3; F508del corr: -4.8; ERp5 inh: -4

Results for CCC(=O)c1ccccc1OCCCCn1cncn1 ?
EWS-Fli inh: 12; DENV2 CPE: 0; PAX8 reporter: -6; INS-1E GSIS act: 0; F508del corr: 4.5; ERp5 inh: 3; ARNT TACC3 PPI: -3; XiGFP reactiv: 0.3

How did C[C@H](CO)N1C[C@H](C)[C@@H](CN(C)C(=O)Nc2ccccc2)Oc2c(NC(=O)Nc3ccc(C(F)(F)F)cc3)cccc2C1=O do in these assays?
EWS-Fli inh: -7&-12; DENV2 CPE: -9&-1; PAX8 reporter: 2&21; F508del corr: -0.6&2.6; ERp5 inh: -1&3; ARNT TACC3 PPI: 1&3; XiGFP reactiv: 0.0

Results for O=C(NCCc1ccccc1)C(=O)NCC1OCCN1S(=O)(=O)c1ccc(Br)cc1 (configuration not stated) ?
EWS-Fli inh: 5; DENV2 CPE: 0; PAX8 reporter: -2; INS-1E GSIS act: 18; F508del corr: -0.5; ERp5 inh: -1; ARNT TACC3 PPI: -5; XiGFP reactiv: 0.3

Results for CO[C@@H]1CC[C@@H]2CCOc3c(C#N)cccc3C(=O)N(C)C[C@H](c3ccccc3)CC(=O)N(C)C[C@H]1O2 ?
EWS-Fli inh: 7; DENV2 CPE: 1; PAX8 reporter: -21; INS-1E GSIS act: -2; F508del corr: 1.2; ERp5 inh: 0; ARNT TACC3 PPI: 0; XiGFP reactiv: 0.0

Results for C[C@H](CO)N1C[C@H](C)[C@@H](CN(C)S(=O)(=O)c2ccc(Cl)cc2)Oc2ccc(NC(=O)Nc3ccc4c(c3)OCO4)cc2C1=O ?
EWS-Fli inh: -10; DENV2 CPE: 6; INS-1E GSIS act: -12; F508del corr: 1.0; ERp5 inh: 2; ARNT TACC3 PPI: -5; XiGFP reactiv: 0.0

Results for COc1ccc(CCN(C)C(=O)c2cccc(S(=O)(=O)NCc3ccccc3)c2)cc1OC ?
DENV2 CPE: -1; PAX8 reporter: 12; INS-1E GSIS act: 27; F508del corr: -2.6; ERp5 inh: 3; ARNT TACC3 PPI: -12; XiGFP reactiv: 0.0

Results for COc1ccc(NC(=O)CS(=O)CC(=O)Nc2ccc(-n3cnnn3)c(C)c2)cc1 (configuration not stated) ?
EWS-Fli inh: 6; DENV2 CPE: 1; PAX8 reporter: -1; INS-1E GSIS act: 0; F508del corr: -0.8; ERp5 inh: -1; ARNT TACC3 PPI: 1; XiGFP reactiv: 0.0

Results for CCCCC(=O)NC(c1ccco1)c1cc(Cl)c2cccnc2c1O (configuration not stated) ?
EWS-Fli inh: 47; DENV2 CPE: 2; PAX8 reporter: 54; INS-1E GSIS act: -1; F508del corr: 0.3; ERp5 inh: 0; ARNT TACC3 PPI: 11; XiGFP reactiv: 0.0

Results for CC(=O)c1c(C)[nH]c(C(=O)CN2CCN(S(=O)(=O)c3ccccc3)CC2)c1C ?
EWS-Fli inh: 7; DENV2 CPE: -1; PAX8 reporter: 18; INS-1E GSIS act: 8; F508del corr: 0.2; ERp5 inh: -1; ARNT TACC3 PPI: -5; XiGFP reactiv: 0.1

Results for CSc1ccccc1NC(=O)C1(C)CCN1C(=O)CCC1CCCC1 (configuration not stated) ?
EWS-Fli inh: 9; DENV2 CPE: -3; PAX8 reporter: 18; INS-1E GSIS act: -31; F508del corr: -2.3; ERp5 inh: 4; XiGFP reactiv: -0.1

How did COc1ccc2nc(Cl)c(C3CC(c4ccco4)=NN3C(=O)CCCC(=O)O)cc2c1 (configuration not stated) do in these assays?
EWS-Fli inh: -14; DENV2 CPE: 1; PAX8 reporter: -13; INS-1E GSIS act: 11; F508del corr: -1.2; ERp5 inh: 7; ARNT TACC3 PPI: -4; XiGFP reactiv: -0.2

Results for COc1ccc(-c2c(-c3cc(OC)cc(OC)c3)n(C)c3ccc(-c4ccc5[nH]ccc5c4)cc23)cc1 ?
EWS-Fli inh: -2; DENV2 CPE: -12; PAX8 reporter: -7; INS-1E GSIS act: 6; F508del corr: -2.6; ERp5 inh: 7; ARNT TACC3 PPI: -2; XiGFP reactiv: 0.1

What do the screens show for `O=C(C[C@@H]1C=C[C@@H](NC(=O)C2CCOCC2)[C@H](CO)O1)Nc1nccs1`?
EWS-Fli inh: -8; DENV2 CPE: 18; INS-1E GSIS act: 11; F508del corr: -0.2; ERp5 inh: 9; XiGFP reactiv: -0.2

What do the screens show for `CC(C)c1ccc(C2=C(O)c3ccccc3C(=O)C2=O)cc1`?
PAX8 reporter: -13; INS-1E GSIS act: 5; ARNT TACC3 PPI: 12; XiGFP reactiv: 0.2

Results for O=C(C1CCC1)N1CC[C@@H]2[C@@H](CO)Nc3ccc(C#Cc4cccc(F)c4)cc3[C@@H]21 ?
EWS-Fli inh: -5; DENV2 CPE: -1; PAX8 reporter: 2; INS-1E GSIS act: -2; F508del corr: 0.2; ERp5 inh: 0; ARNT TACC3 PPI: 11; XiGFP reactiv: 0.0

What do the screens show for `C/C(=N\Nc1ccc(F)cc1F)c1ccc(N2CCOCC2)cc1`?
EWS-Fli inh: 0; DENV2 CPE: -2; PAX8 reporter: -14; INS-1E GSIS act: -7; F508del corr: -1.2; ERp5 inh: 10; ARNT TACC3 PPI: -4; XiGFP reactiv: 0.0

What do the screens show for `O=C(NOC(=O)c1ccccc1F)c1ccc(OC(F)F)cc1`?
EWS-Fli inh: -1; DENV2 CPE: inconclusive; PAX8 reporter: -4; INS-1E GSIS act: 5; ERp5 inh: 1; XiGFP reactiv: 0.2

What do the screens show for `c1ccc(C2=NN(c3ccccc3)CC2)cc1`?
EWS-Fli inh: -72; DENV2 CPE: -6; PAX8 reporter: -138; INS-1E GSIS act: 11; F508del corr: 0.4; ERp5 inh: 3; ARNT TACC3 PPI: -8; XiGFP reactiv: 0.2

How did O=c1[nH]c(/C=C/c2cccnc2)c([N+](=O)[O-])c(=O)[nH]1 do in these assays?
EWS-Fli inh: -2; DENV2 CPE: 7; PAX8 reporter: 4; INS-1E GSIS act: 30; F508del corr: -3.2; ERp5 inh: 3; ARNT TACC3 PPI: 0; XiGFP reactiv: 0.0

Results for Clc1ccc(OCCCCCN2CCOCC2)cc1 ?
EWS-Fli inh: -7; DENV2 CPE: 13; PAX8 reporter: -2; INS-1E GSIS act: 2; F508del corr: 1.0; ERp5 inh: -1; ARNT TACC3 PPI: 3; XiGFP reactiv: 0.0

How did O=C1CC(SC2=NCCS2)C(=O)N1c1ccc(Cl)cc1 (configuration not stated) do in these assays?
PAX8 reporter: 1; INS-1E GSIS act: -8; ARNT TACC3 PPI: -12; XiGFP reactiv: 0.1

Results for O=C(Cn1cnc2c(NC(=O)OCc3ccccc3)ncnc21)NCc1ccccn1 ?
EWS-Fli inh: -6; PAX8 reporter: -18; INS-1E GSIS act: 11; F508del corr: 1.1; ERp5 inh: -4; ARNT TACC3 PPI: 3; XiGFP reactiv: 0.2

Results for c1ccc(C2CNCCc3ccccc32)cc1 (configuration not stated) ?
EWS-Fli inh: 1; DENV2 CPE: -3; PAX8 reporter: -7; INS-1E GSIS act: -20; F508del corr: -10.0; ERp5 inh: 2; ARNT TACC3 PPI: -4; XiGFP reactiv: 0.0

How did C[C@H](CO)N1C[C@H](C)[C@@H](CN(C)C(=O)Nc2ccc(F)cc2)Oc2ncc(C#C[C@@H](C)O)cc2C1=O do in these assays?
EWS-Fli inh: 1; DENV2 CPE: 3; INS-1E GSIS act: 10; F508del corr: -2.1; ERp5 inh: 9; ARNT TACC3 PPI: 0; XiGFP reactiv: -1.3

What do the screens show for `O=C(C[C@@H]1C[C@@H]2c3cc(NC(=O)Nc4ccccc4)ccc3O[C@@H]2[C@@H](CO)O1)NCCN1CCCCC1`?
EWS-Fli inh: -3; DENV2 CPE: -1; PAX8 reporter: -6; INS-1E GSIS act: 10; F508del corr: 1.6; ERp5 inh: 4; ARNT TACC3 PPI: -3; XiGFP reactiv: 0.1

Results for C[C@H](CO)N1C[C@H](C)[C@@H](CN(C)S(=O)(=O)c2cccs2)Oc2ccc(NS(=O)(=O)c3cccs3)cc2C1=O ?
EWS-Fli inh: -4; DENV2 CPE: -2; PAX8 reporter: -3; INS-1E GSIS act: -2; F508del corr: -3.6; ERp5 inh: 0; XiGFP reactiv: -1.0

What do the screens show for `Cc1ccc(N2CC(C(=O)N3CCCCCC3)CC2=O)cc1` (configuration not stated)?
DENV2 CPE: -5; PAX8 reporter: 15; INS-1E GSIS act: 1; F508del corr: 1.9; ERp5 inh: -1; ARNT TACC3 PPI: -1; XiGFP reactiv: 0.7

What do the screens show for `Cc1cc(NC(=O)c2c(-c3ccccc3Cl)noc2C)no1`?
EWS-Fli inh: 5; DENV2 CPE: -1; INS-1E GSIS act: -5; F508del corr: 1.0; ERp5 inh: 4; ARNT TACC3 PPI: 4

How did CCN(CC)c1nc(=S)nc(NC(C)(C)C)[nH]1 do in these assays?
EWS-Fli inh: 4; DENV2 CPE: 15; F508del corr: -2.2; ERp5 inh: 3; ARNT TACC3 PPI: -5

What do the screens show for `Cc1nc(-c2ccc(NC(=O)c3ccccc3)cc2)cs1`?
EWS-Fli inh: 5; PAX8 reporter: -61; INS-1E GSIS act: 6; F508del corr: -0.2; ERp5 inh: 4; ARNT TACC3 PPI: -5; XiGFP reactiv: 0.0

How did CC(=O)N1CCN(C(=S)Nc2ccc(SC(F)F)cc2)CC1 do in these assays?
EWS-Fli inh: -2; DENV2 CPE: 7; PAX8 reporter: 3; INS-1E GSIS act: -6; F508del corr: 2.3; ERp5 inh: 0; ARNT TACC3 PPI: 0; XiGFP reactiv: 0.0

How did Cc1ccc(S(=O)(=O)CCC(=O)OCC(=O)c2ccc(C)c(C)c2)cc1 do in these assays?
EWS-Fli inh: 2; DENV2 CPE: -13; PAX8 reporter: 8; INS-1E GSIS act: 1; F508del corr: -2.7; ERp5 inh: -4; XiGFP reactiv: 0.0

How did CS(=O)(=O)c1ccc(Cl)c(NC(=O)CSc2nnc3n2CCCCC3)c1 do in these assays?
EWS-Fli inh: 4; DENV2 CPE: -5; PAX8 reporter: 7; F508del corr: -2.5; ERp5 inh: 7; XiGFP reactiv: 0.1

Screens deposited in PubChem BioAssay by Broad Institute.
